# Screening results from PubChem.
# PLC-gamma1 inh: blocks human PLC-gamma1 enzyme activity | purified PLC-gamma1, fluorogenic substrate, fluorescence | inhibition, % at 12.2 µM | 0.84% of 370,000 active; in the data active = inhibition above about 9.5%
# MBD2 DNA inh: blocks human MBD2 binding to methylated DNA; Q9UBB5; TR-FRET, MBD2 binding to methylated oligonucleotide; inhibition, % at 4.4 µM; 0.31% of 370,000 active; AID 686964; in the data active = inhibition above about 13%
# Target sequence (Q9UBB5 whole entry, looked up): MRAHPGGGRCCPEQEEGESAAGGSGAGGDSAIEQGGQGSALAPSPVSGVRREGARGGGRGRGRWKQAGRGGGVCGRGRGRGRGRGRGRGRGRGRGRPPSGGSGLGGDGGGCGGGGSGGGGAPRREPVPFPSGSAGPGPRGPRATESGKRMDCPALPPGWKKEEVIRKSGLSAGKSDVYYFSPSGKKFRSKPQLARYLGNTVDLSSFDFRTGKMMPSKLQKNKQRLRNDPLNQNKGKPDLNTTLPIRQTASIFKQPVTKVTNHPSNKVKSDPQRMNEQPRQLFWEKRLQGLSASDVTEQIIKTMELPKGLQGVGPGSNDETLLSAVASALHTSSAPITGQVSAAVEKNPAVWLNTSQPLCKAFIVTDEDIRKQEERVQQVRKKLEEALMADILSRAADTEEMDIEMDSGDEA
# DAX1 inh-1: inhibits human nuclear receptor DAX1; inhibition, % at 6.75 µM; AID 504766; P51843; HEK293 Gal4-DAX1 luciferase reporter, luminescence; 0.99% of 340,000 active;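 active = inhibition above the mean over all tested compounds plus 3 SD, cut at about 4.2% in these data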;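 note: 0% = DAX1-transfected cells with DMSO and 100% = empty-vector control cells with DMSO; inhibition shows as a rise in luminescence from relieved DAX1 repression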
# Target sequence (P51843 207-470 limits assumed): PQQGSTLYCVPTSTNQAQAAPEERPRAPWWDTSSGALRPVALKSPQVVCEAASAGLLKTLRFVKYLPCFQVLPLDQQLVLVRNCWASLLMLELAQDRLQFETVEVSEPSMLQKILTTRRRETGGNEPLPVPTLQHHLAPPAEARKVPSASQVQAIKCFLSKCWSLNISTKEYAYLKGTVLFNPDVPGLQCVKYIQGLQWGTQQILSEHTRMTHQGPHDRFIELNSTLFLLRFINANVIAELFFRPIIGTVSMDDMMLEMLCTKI
# SMARCA2 activ: SMARCA2 function activation, primary screen | MG213 cells, MMTV-luciferase reporter, dexamethasone, overnight | AID 652017 | activation, % at 9.1 µM | 1% of 370,000 active; in the data active = activation above about 7.8%;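 note: 0% = vehicle wells and 100% = reference activator wells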
# ADAM17 inh: ADAM17 inhibition, QFRET primary screen; P78536; recombinant ADAM17, EDANS/DABCYL FRET peptide cleavage; inhibition, % at 6.95 µM; 0.83% of 370,000 active;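 active = inhibition above the mean of compounds lying between control limits plus 3 SD, set per campaign, cut at about 8.5% in these data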;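 note: 0% = DMSO-only wells as the low control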
# hcDAF12 agonist: activators of H. contortus DAF-12 nuclear receptor | HEK293 hcDAF-12 lit1-tk-luc reporter, luminescence; 0% DMSO, 100% Δ7-dafachronic acid | activation, % at 6.8 µM | 1.4% of 370,000 active;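 active = activation above the mean of all tested compounds plus 3 SD, cut at about 5.5% in these data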;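 note: 100% = response to 3 µM Δ7-dafachronic acid high control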
# ssDAF-12 act: activates DAF-12 receptor from parasite S. stercoralis. HEK293 ssDAF-12/GRIP1 lit1-tk-luc reporter, luminescence; % of 3 µM dafachronic acid response. activation, % at 6.8 µM. AID 652126. 1% of 370,000 active;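 active = activation above the mean over all tested compounds plus 3 SD, cut at about 0.9% in these data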;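 note: 0% = DMSO-only wells and 100% = 3 µM delta7-dafachronic acid wells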
# PLC-beta3 inh: inhibitors of human phospholipase C beta3. inhibition, % at 12.2 µM. 0.18% of 370,000 active. Q01970. Purified PLC-beta3, fluorogenic substrate, fluorescence. AID 720704; in the data active = inhibition above about 11%;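 note: 0% = median of compound wells on plate and 100% = full blocker control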
# DAX1 inh-2: inhibitors of DAX1 repression of SF-1 activated StAR promoter; AID 652010; 1.1% of 370,000 active; HEK293T StAR-luciferase reporter, SF-1/DAX-1 repression relief; inhibition, % at 6.8 µM;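 active = inhibition above the mean over all tested compounds plus 3 SD, cut at about 3.6% in these data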;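 note: 0% = DAX-1 cells with DMSO and 100% = cells lacking DAX-1 with DMSO; higher inhibition means more luminescence from relief of DAX-1 repression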
# Rev-erbA mod: modulators of human Rev-erb alpha DNA binding. P20393. Rev-erbα–FITC-DNA binding, fluorescence polarization, 90 min. activity, % at 10 µM. 0.79% of 370,000 active;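 active = activity above about 14%, limit read from the data; passing the limit was not always enough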;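 note: 0% = DMSO wells with 35 nM protein and 100% = DMSO wells with 750 nM protein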
# hgDAF12 agonist: agonists of H. glycines DAF-12 nuclear receptor; HEK293 GAL4-hgDAF12 UAS-luciferase reporter, agonist luminescence; normalized to butyrate control; activation, % at 6.8 µM; 1.8% of 370,000 active;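 active = activation above a cutoff set at the mean of all screened compounds plus 3 SD, cut at about 10% in these data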;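 note: 0% = DMSO wells and 100% = sodium butyrate wells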
# Active calls of the source: *; i = inactive; . = no result given. Hits appear at their usual frequency (roughly 7.4% active in at least one column).
SMILES,PLC-gamma1 inh,MBD2 DNA inh,DAX1 inh-1,SMARCA2 activ,ADAM17 inh,hcDAF12 agonist,ssDAF-12 act,PLC-beta3 inh,DAX1 inh-2,Rev-erbA mod,hgDAF12 agonist
Cc1ccc2nc3c(cc2c1)c(NC(=O)C(C)(C)C)nn3CC(C)C,-114,1,0.6,-3,-21,-2.0,-1.3,-166,-0.5,-6,-0.4
CC1(C)CC(=O)C=C(c2ccccc2-c2cccc(C(N)=O)c2)C1=O,-10,-1,.,2,-13,1.5,-0.6,-12,-0.7,0,-3.5
CCOC(=O)c1c(NC(=O)OC)sc2c1CCC2,0,2,1.3,1,-3,0.6,-0.4,0,0.1,-1,0.7
CCNS(=O)(=O)c1ccc(CCC(=O)Nc2ccc(C(=O)OC)cc2)cc1,2,-3,-0.3,-2,-2,-1.5,-0.9,2,-0.6,1,0.2
CCCCC[C@@H](C)N1C[C@H](COCc2ccccc2)Oc2cc(N3CCC[C@H]3C(N)=O)ccc2S1(=O)=O,2,0,.,-5,-2,-1.2,-1.2,-1,0.8,6,-0.4
Cc1ccc(N2CCCCn3c2nc2c3c(=O)[nH]c(=O)n2C)cc1,2,0,1.4,1,2,-0.9,-1.4,-1,0.3,-2,-0.9
CCCNC(=S)N1CCN(C)CC1,0,0,0.5,-3,0,-1.8,-1.4,1,0.0,-4,-0.6
Cc1ccc(S(=O)(=O)NC(C(=O)N2CCOCCOCCOCC2)c2ccccc2)cc1 (centres undefined),1,3,.,-3,-4,-0.4,-0.9,-1,-0.4,-2,-2.2
COc1ccccc1-c1cc(C(F)(F)F)nc(N2CCN(c3ccccc3)CC2)n1,-2,2,1.4,-3,-4,-0.1,-1.1,-1,-0.4,7,0.8
CC(O)CC(=O)OC[C@]12CC[C@H]3[C@@](C)(CC[C@H]4C(C)(C)CCC[C@]34C)[C@@H]1CC(C1=CC(=O)OC1O)O2 (some centres undefined),3,1,.,-7,6,-8.7,-3.0,0,-5.7,-2,-17
COc1ccc(Cl)cc1N(CC(=O)N(C)C)S(=O)(=O)c1ccc(C)c([N+](=O)[O-])c1,1,-2,1.4,-2,0,-2.1,-1.9,-5,0.3,-1,-3.5
COCCNC(=S)Nc1ccccc1[N+](=O)[O-],1,5,-1.8,1,-3,-0.9,-1.9,-1,-0.8,1,-1.9
COc1ccc(OC)c(S(=O)(=O)NC(=O)C2(C)CCN2C(=O)Cc2ccccc2Cl)c1 (centres undefined),-2,5,.,-4,-4,-0.6,-0.9,3,-1.4,7,-0.7
COc1ccc(CNC(=O)COC(=O)c2ccc(OCc3c(C)noc3C)cc2)cc1OC,2,-11,-0.7,-2,4,-1.3,-1.6,1,0.2,-3,-2.6
CCN(CC)S(=O)(=O)c1ccc(N2CCOCC2)c(NC(=S)NC(=O)c2ccco2)c1,2,0,1.6,1,0,-2.8,-1.9,-4,-0.7,3,-4.5
O=C(Nc1ccccc1N1CCCC1)c1cccnc1Cl,3,-3,-0.8,0,1,0.3,-1.0,0,-0.1,-1,-0.2
O=C(OCC#CCSc1nnc(-c2cccc3ccccc23)o1)c1cc(F)c(F)c(F)c1,-4,4,.,.,-4,-2.0,-1.6,0,.,-4,-2.4
COc1ccc(-n2nnnc2SC(C)C(=O)NC2CCCC2)cc1 (centres undefined),-1,2,-0.4,-4,-1,-1.1,-1.2,-5,-1.0,0,-3.6
O=C(NCCN1CCCCC1)c1ccc2c(c1)OCCO2,6,0,1.8,1,1,1.4,-1.1,2,1.2,-2,3.8
CNC[C@@H](Cc1ccccc1)NC[C@@H](CC1CCCCC1)NCCCc1ccccc1,13*,-8,-0.7,-7,-4,-0.6,-1.0,6,-0.2,-6,1.6

# A second format for 6 compounds above:
Structure	PLC-gamma1 inh	MBD2 DNA inh	DAX1 inh-1	SMARCA2 activ	ADAM17 inh	hcDAF12 agonist	ssDAF-12 act	PLC-beta3 inh	DAX1 inh-2	Rev-erbA mod	hgDAF12 agonist
COCCNC(=S)Nc1ccccc1[N+](=O)[O-]	1	5	-1.8	1	-3	-0.9	-1.9	-1	-0.8	1	-1.9
COc1ccc(OC)c(S(=O)(=O)NC(=O)C2(C)CCN2C(=O)Cc2ccccc2Cl)c1 (centres undefined)	-2	5	.	-4	-4	-0.6	-0.9	3	-1.4	7	-0.7
COc1ccc(CNC(=O)COC(=O)c2ccc(OCc3c(C)noc3C)cc2)cc1OC	2	-11	-0.7	-2	4	-1.3	-1.6	1	0.2	-3	-2.6
CCN(CC)S(=O)(=O)c1ccc(N2CCOCC2)c(NC(=S)NC(=O)c2ccco2)c1	2	0	1.6	1	0	-2.8	-1.9	-4	-0.7	3	-4.5
O=C(Nc1ccccc1N1CCCC1)c1cccnc1Cl	3	-3	-0.8	0	1	0.3	-1.0	0	-0.1	-1	-0.2
O=C(OCC#CCSc1nnc(-c2cccc3ccccc23)o1)c1cc(F)c(F)c(F)c1	-4	4	.	.	-4	-2.0	-1.6	0	.	-4	-2.4

# Continued:
SMILES,PLC-gamma1 inh,MBD2 DNA inh,DAX1 inh-1,SMARCA2 activ,ADAM17 inh,hcDAF12 agonist,ssDAF-12 act,PLC-beta3 inh,DAX1 inh-2,Rev-erbA mod,hgDAF12 agonist
CN(C)S(=O)(=O)c1ccc(C(=O)NCCOc2ccc(F)cc2)cc1,-2,4,1.0,3,-3,2.6,0.0,0,1.2,-1,5.8
Cc1nnc(NC(=O)CSc2nc(C(C)C)nc3sc(C)c(C)c23)s1,7,-5,-0.8,-1,3,-1.4,-1.8,6,0.1,-1,0.8
N#Cc1ccc(CSc2nnc3[nH]c(=O)cc(N)n23)cc1,1,1,0.4,6,-1,-1.5,-0.8,1,-0.5,2,-1.4
NC(=O)c1ccc(N2CCN(c3ccccc3O)CC2)c([N+](=O)[O-])c1,0,-1,-0.7,1,1,-1.8,-2.1,-2,-0.6,-2,-1.4
Cc1nc(C(=O)NNC(=O)Nc2ccc(Cl)cc2)cs1,1,0,1.1,-3,7,0.2,-0.7,-4,1.1,5,1.0
CCCCCCn1c(=O)n2n(c1=O)[C@@H]1CN(S(=O)(=O)c3ccc(C)cc3)C[C@]1(O)[C@@H](OC(=O)Nc1c(C)noc1C)C2,2,-2,0.1,-3,0,-0.5,-1.1,5,-0.7,-4,-1.4
COC(=O)[C@@]1(Sc2ccc(C)cc2)CC(=O)N(C(=O)CCc2ccccc2)[C@@H]1c1ccccc1,-3,-2,.,1,1,0.1,-0.9,1,-1.4,7,-2.6
COc1cccc(/C=C2\C(=O)C(=O)c3ccccc32)c1,0,-9,0.3,-3,-4,0.3,-1.3,-3,0.3,13,-0.1
COc1ccc(-c2nnc(SCC(=O)N3CCCC3)o2)cc1,2,-2,0.5,6,0,1.1,0.4,-2,0.6,-1,5.0
Cc1nnc(SCc2ccccc2)nc1/C=C/NOCc1ccc(Cl)cc1Cl,-2,-4,0.4,0,-2,-1.7,-0.7,-3,0.1,1,-0.1
Cc1ccc(C)c(N2CCN(C(=O)CCc3nc(-c4ccc(Br)cc4)no3)CC2)c1,0,-5,0.2,1,-1,-0.8,-0.3,2,0.8,-5,6.1
COC(=O)CNC(c1ccccc1)c1cc(Cl)ccc1NC(=O)c1cccc(Cl)c1 (centres undefined),-5,-8,2.7,-2,2,-3.0,-1.5,-8,-0.3,11,1.9
N/C(=N\OC(=O)CSc1ccccc1)c1ccncc1,0,-4,1.6,3,-5,5.7*,-0.2,-4,3.6,4,7.8
CCC1CCCCN1CCNC(=O)C1CCN(S(=O)(=O)c2cccc3nsnc23)CC1 (centres undefined),0,-1,-0.3,0,-2,0.1,-1.4,-6,1.4,0,1.0
CCc1nnc(NC(=O)Nc2ccccc2OC)s1,-2,-5,2.0,5,-1,2.5,-2.1,1,0.8,-1,4.3
CC(C)(C)OC(=O)Nc1ccccc1-n1nnnc1C(C(=O)c1ccc(F)cc1)N1CCOCC1 (centres undefined),-5,-9,.,0,-3,0.3,-0.4,-5,0.6,-2,1.1
Cc1ccc(NC(=O)c2ccc(OC(=S)N3CCOCC3)cc2)cc1,2,-1,0.8,-1,-2,-1.2,-1.0,-1,0.5,0,1.5
c1ccc(-c2csc(Nc3ncccn3)n2)cc1,-3,2,2.2,3,-2,5.6,-0.5,-1,2.4,0,8.9
COc1ccc(N2CCN(c3nc4c(C)cccn4c(=O)c3/C=C(\C#N)C(N)=O)CC2)cc1,-73,4,-1.7,0,-136,-1.0,-1.3,-109,-0.5,1,-3.4
Cc1cc(C)cc(C(=O)NCC(=O)OCC(=O)NC2CC2)c1,2,1,0.6,0,-1,0.6,-0.8,1,-2.8,4,-0.1
CCOc1ccc(C(=O)Nc2ccc(S(=O)(=O)NCC3CCCO3)cc2)cc1OCC (centres undefined),7,4,-1.0,6,-7,1.9,-0.5,-9,-0.3,0,0.6
COCCn1c(C)cc(C(=O)CSc2nc3ccccc3c(=O)n2C(C)COC)c1C (centres undefined),2,0,-4.6,-3,0,-3.7,-1.8,1,-1.3,1,-1.1
Cc1cccc(Oc2cc([N+](=O)[O-])cc3c2C(=O)Nc2ccccc2O3)c1,3,2,-2.3,-1,6,-0.2,-1.5,2,-1.8,-7,-2.5
COc1ccc2c(CC(=O)Nc3cccc(S(=O)(=O)N4CCOCC4)c3)coc2c1,-42,-3,-1.8,-3,-1,-2.3,-0.8,-46,-0.2,-6,0.1
COc1ccc(NC(=O)N(C)C[C@H]2Oc3ccc(NC(=O)c4ccncc4)cc3C(=O)N([C@H](C)CO)C[C@@H]2C)cc1,-1,0,1.4,0,-5,0.4,-1.6,-3,-0.1,0,-0.5
CN1C[C@@H]2[C@@H]3C(=O)N(Cc4ccccc4)C(=O)[C@@H]3[C@](Cc3ccccc3)(C1=O)N2C(=O)c1ccc(C(F)(F)F)cc1,-1,1,-0.3,0,3,-0.9,-0.9,0,-0.2,6,-1.0
COc1cc(NC(=O)c2onc(C)c2Cl)c(OC)cc1Cl,-2,-5,0.0,7.9*,-1,5.1,0.5,6,0.8,0,1.2
Cc1cc(C(=O)Nc2ccc3c(c2)OCCO3)c2ccccc2n1,0,0,0.2,0,-2,-2.9,-2.5,0,-2.2,2,-6.3
CCN(C[C@H]1N[C@@](Cc2ccccc2)(C(=O)OC)[C@H]2C(=O)N(Cc3ccccc3)C(=O)[C@@H]12)S(=O)(=O)c1ccc(F)cc1,3,-1,-1.9,-4,5,-1.5,-0.8,7,-0.7,-5,5.5
CSCC[C@H](NC(=O)c1cccs1)C(=O)N1CCC2(CC1)NCCc1[nH]cnc12,2,-7,0.0,3,0,-1.2,-1.6,-3,-0.8,3,2.0
CC(=O)NN1C(=O)c2ccccc2NC1c1ccccn1 (centres undefined),-484,4,0.6,-2,-357,-1.6,-1.6,i,0.1,0,-3.2
CCCCCC/C(C=O)=C\c1ccccc1,0,1,0.8,1,-3,0.9,-0.8,1,0.3,-6,-0.5
NNC(=O)COc1ccc(F)cc1,0,2,0.9,-2,-4,0.2,-1.5,0,-0.3,0,0.6
Cc1ccc(CSc2nnc(-c3ccncc3)o2)c(C)c1,1,-2,-0.5,-3,0,-1.3,-1.2,1,-0.3,0,0.0
